SMN2 splice up – qHTS Assay for Enhancers of SMN2 Splice Variant Expression. HEK293 SMN2-luciferase splicing reporter, luminescence, 30-36 h. Potency, µM (doses to about 46.1 µM), inactives show at the highest dose activity change, positive = activation, usual class: activators. 210,000 tested, 2.8% active. AID 1458, 2008; also: % of control where 0% means no effect; nearly all actives have a fitted effect of over 55% in size
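HEK293 cells carry an SMN2 minigene-luciferase reporter in which exon 7 inclusion puts luciferase in frame. Cells were seeded at 2000 cells/well, attached for 10-12 hours, then exposed to compounds for 30-36 hours at 37C before ONE-Glo luminescence.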
RGS12 GoLoco inh – qHTS Assay for Inhibitors of RGS12 GoLoco Motif Activity (Red Fluorophore); Guanine nucleotide-binding protein G(i) subunit alpha-1 (Homo sapiens), P63096; Potency, µM (highest dose often 61.6 µM), for inactives: at the highest dose activity, negative = inhibition, actives largely listed as inhibitors; AID 880, 2007; 230,000 tested, 0.44% active; Gai1:RGS12 GoLoco peptide FP, rhodamine, 10 min; active = well fitted inhibition curve with a large enough effect, not every such curve was filed as active; inactive = no such curve, though single readings can be large or run the other way; also: % is scaled to controls: 0 for no effect and ±100 for the full control effect; nearly all actives have a fitted effect of over 30% in size; many of its hits are not listed in these tables
Target sequence (P63096 whole entry, looked up): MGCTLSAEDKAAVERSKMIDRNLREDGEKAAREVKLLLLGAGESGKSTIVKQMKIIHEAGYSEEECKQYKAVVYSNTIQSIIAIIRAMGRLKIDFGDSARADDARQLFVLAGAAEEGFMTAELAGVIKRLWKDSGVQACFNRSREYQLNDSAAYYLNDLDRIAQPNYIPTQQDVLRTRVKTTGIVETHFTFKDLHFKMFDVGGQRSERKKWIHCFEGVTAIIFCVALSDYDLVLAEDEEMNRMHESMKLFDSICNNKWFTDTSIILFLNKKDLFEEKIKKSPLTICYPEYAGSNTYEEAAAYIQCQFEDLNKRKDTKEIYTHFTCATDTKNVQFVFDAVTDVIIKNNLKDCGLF
RECQ1 inh – qHTS Assay for Inhibitors of RecQ-Like Dna Helicase 1 (RECQ1); ATP-dependent DNA helicase Q1 (Homo sapiens), P46063; RECQ1 DNA unwinding, red fluorescence kinetic read; Potency, µM (series often up to 57.3 µM), inactives show at the highest dose activity, negative = inhibition, actives largely listed as inhibitors; 240,000 tested, 0.54% active; AID 2549, 2010;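 also: plate controls were vehicle for no effect and no enzyme for full effect; nearly all actives have a fitted effect of over 30% in size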
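50 nM RECQ1T1 preincubated 15 min with compound in Tris pH 8.0 buffer with MgCl2, DTT, Tween-20 and 2.5 ug/ml poly(dI-dC); started with 200 nM TAMRA/BHQ-2 forked duplex and 2 mM ATP. Unwinding read as fluorescence (525/598 nm), two reads 2 h apart.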
NPSR antagonist – qHTS Assay for Antagonists of the Neuropeptide S Receptor: cAMP Signal Transduction; CHO-NPSR cells, cAMP TR-FRET, antagonist mode; Potency, µM (series often up to 38.3 µM), inactives show at the top dose activity change, negative = inhibition, hits mostly inhibitors; AID 1461, 2008; 220,000 tested, 1% active; also: % is scaled to controls: 0 for no effect and ±100 for the full control effect; nearly all actives have a fitted effect of over 50% in size; many of its hits are not listed in these tables
Target sequence (Q6W5P4 whole entry, looked up): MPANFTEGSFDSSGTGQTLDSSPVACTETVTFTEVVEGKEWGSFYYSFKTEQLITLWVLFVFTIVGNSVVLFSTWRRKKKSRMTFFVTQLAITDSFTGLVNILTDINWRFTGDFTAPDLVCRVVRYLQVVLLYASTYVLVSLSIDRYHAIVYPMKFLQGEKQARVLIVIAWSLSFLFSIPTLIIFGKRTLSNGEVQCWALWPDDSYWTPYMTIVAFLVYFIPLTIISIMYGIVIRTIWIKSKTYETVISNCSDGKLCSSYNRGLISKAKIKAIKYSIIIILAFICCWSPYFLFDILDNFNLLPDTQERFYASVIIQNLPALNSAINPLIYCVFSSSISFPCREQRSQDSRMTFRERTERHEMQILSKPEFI
JMJD2E inh – qHTS Assay for Inhibitors of Human Jumonji Domain Containing 2E (JMJD2E). JMJD2E catalytic domain, FDH-coupled NADH fluorescence (FDH is formaldehyde dehydrogenase). Potency, µM (top dose mostly 57.1 µM), without a hit: at the top dose activity change, negative = inhibition, actives largely listed as inhibitors. 230,000 tested, 1.6% active. Lysine-specific demethylase 4E (Homo sapiens), B2RXH2; active = well fitted inhibition curve with a large enough effect, not every such curve was filed as active; inconclusive = small, poorly fitted or top-dose-only effect, or another doubt; inactive = no such curve, though single readings can be large or run the other way;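 also: 0% = wells with enzyme and -100% = buffer wells without enzyme; nearly all actives have a fitted effect of over 50% in size; many of its hits are not listed in these tables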
Target sequence (B2RXH2 1-337 limits assumed): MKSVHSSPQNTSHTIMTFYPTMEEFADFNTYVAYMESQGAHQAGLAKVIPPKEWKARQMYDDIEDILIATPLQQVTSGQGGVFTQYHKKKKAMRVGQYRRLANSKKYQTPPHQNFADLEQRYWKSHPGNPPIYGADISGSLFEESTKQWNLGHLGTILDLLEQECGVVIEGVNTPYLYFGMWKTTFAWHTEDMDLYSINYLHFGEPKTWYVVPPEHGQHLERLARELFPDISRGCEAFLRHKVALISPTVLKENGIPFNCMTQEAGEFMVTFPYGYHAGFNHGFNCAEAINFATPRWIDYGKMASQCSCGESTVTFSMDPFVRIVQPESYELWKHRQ
Luc counter – Counterscreen for Luciferase (Kinase-Glo TM) Inhibition | Luciferin 4-monooxygenase (Photuris pensylvanica), Q27757 | Kinase-Glo luciferase, ATP luminescence, 8 min | Potency, µM (highest dose often 38.3 µM), inactives show at the top dose activity change, negative = inhibition, hits mostly inhibitors | 200,000 tested, 0.28% active | AID 1379, 2008; also: % is scaled to controls: 0 for no effect and ±100 for the full control effect; nearly all actives have a fitted effect of over 60% in size
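Compounds were added to a substrate mix at pH 7.2 (50 mM imidazole, 10 uM ATP, within the enzyme's linear range), followed by Kinase-Glo detection reagent; luminescence was measured after 8 minutes at ambient temperature.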
IMPase Li inh – qHTS Assay for Identifying the Cell-Membrane Permeable IMPase Inhibitors: Potentiation with Lithium. CHO-M1 cells, IP1 TR-FRET (IP-One), carbachol + lithium. Potency, µM (series often up to 59.4 µM), without a hit: top-dose activity, negative = IMPase inhibition, actives largely listed as inhibitors. 210,000 tested, 0.35% active. AID 1457, 2008;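 also: IP1 builds up when IMPase is blocked and the TR-FRET signal falls; plate controls were basal vehicle for no effect and high inhibitor control for full effect; nearly all actives have a fitted effect of over 50% in size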
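IP1 accumulation measured by competitive TR-FRET in lysed CHO-M1 cells after 30 min compound exposure at 37C, with a small lithium addition to potentiate weak responses. Hill-equation AC50 from ratio and donor-channel data.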
Epigenetic reg – Quantitative High-Throughput Screen for Regulators of Epigenetic Control; murine LDR cells, GFP reporter derepression, 30 h; Potency, µM (series often up to 53.9 µM), inactives show at the top dose GFP activation, actives largely listed as activators; 280,000 tested, 0.2% active; AID 1865, 2009; also: % of control where 0% means no effect; nearly all actives have a fitted effect of over 60% in size
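GFP-positive cell count by laser-scanning cytometry (objects 20–120 um) after 30 h, 37 C compound exposure of murine LDR cells; reporter is CMV-GFP integrated at a silenced locus, inducible by HDAC or DNMT inhibitors.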
* hit, by the source's call; i = inactive; ? = inconclusive; / = not tested or not shown; & = joins results of further samples; [ ] = dose if it differs, or a comment. Unless noted, calls follow the shape of the dose curve; as a rule, active = well fitted curve in the direction sought with a large enough effect; inconclusive = small, poorly fitted or top-dose-only effect, or another doubt; inactive = no such curve, though single readings can be large; an effect the other way counts as inactive or inconclusive. Potency is read from the fitted curve at half-maximal effect. The list is partial (hit frequency here may not be typical).

Preview, two compounds:
SMILES | SMN2 splice up | RGS12 GoLoco inh | RECQ1 inh | NPSR antagonist | JMJD2E inh | Luc counter | IMPase Li inh | Epigenetic reg
COC(=O)CC1C(=O)NCCN1C(=S)Nc1cccc(C)c1 (stereo unspecified) | 4% | -3% | -10% | 11% | 9% | 1% | 1% | -1.9%
O=C(CSc1nc(C2CC2)nc2ccccc12)N1c2ccccc2Sc2ccc(C(F)(F)F)cc21 | -28% | 2% | -7% | 7.9µM* | 4% | 3% | 7% | -8.3%

All compounds of this part, previewed entries included:
SMILES | SMN2 splice up | RGS12 GoLoco inh | RECQ1 inh | NPSR antagonist | JMJD2E inh | Luc counter | IMPase Li inh | Epigenetic reg
COC(=O)CC1C(=O)NCCN1C(=S)Nc1cccc(C)c1 (stereo unspecified) | 4% | -3% | -10% | 11% | 9% | 1% | 1% | -1.9%
O=C(CSc1nc(C2CC2)nc2ccccc12)N1c2ccccc2Sc2ccc(C(F)(F)F)cc21 | -28% | 2% | -7% | 7.9µM* | 4% | 3% | 7% | -8.3%
Cc1ccc(NC2=NC3(CCCC3)N=C(N)N2)c(C)c1 | 9% | -5% | 0% | 17% | -3% | 1% | 14% | -0.7%
COc1ccc(CCNc2nc(-c3sc(N)nc3C)cs2)cc1OC | -3% | 24% | -6% | -22%[46.1 µM] | -7% | -2% | 27%[38.3 µM] | 0.0%
CC(=O)c1cnc(SCCN2C(=O)c3ccccc3C2=O)nc1C | 3% | -5% | -9% | -1%[46.1 µM] | 4% | 0% | 1%[38.3 µM] | -1.0%
CC(C)Oc1ccccc1/C=N/Nc1ccccc1[N+](=O)[O-] | -31%[inhibitor] | 11% | i | -23% | 3% | -4% | 0% | 3.0%
CN(C)c1ccc(C(=C2C=CC(=[N+](C)C)C=C2)c2ccc(N(C)C)cc2)cc1 | -54%&-108%[inhibitor] | -43%&-16% | 10µM* | / | ? | 5µM* | 374%[activator] | -3.1%
COc1cc(CNC(C)(C)C)ccc1OCC(=O)NC(C)(C)C | 10% | 4% | i | 17% | -1% | -1% | -3% | 4.8%
O=C(Cc1ccccc1)N/N=C/c1cccc([N+](=O)[O-])c1 | -18% | -3% | i | 2% | -3% | -1% | 15% | -4.1%
COc1ccc(C(=O)CCc2nc3ccccc3s2)cc1 | 13% | 1% | -2% | 1% | 4% | -3% | -3% | 0.0%
FC(F)(F)c1cnc(Oc2ccccc2-c2nnc(-c3ccc(Cl)cc3)o2)c(Cl)c1 | -28% | 7% | i | ? | ? | -2% | 22%[38.3 µM] | 1.0%
C/C=C/c1ccc(OCCCCOc2ccccc2F)c(OC)c1 | -5% | -2% | -2% | 4% | -7% | -2% | -1% | 1.5%
CCN(CC)C(=O)Sc1cccc2cccnc12 | 10% | 4% | -12% | -7%[46.1 µM] | 58% | 0% | 35%[38.3 µM] | -1.0%
Cc1ccc(S(=O)(=O)N(C)c2ccc(C(=O)N3CCc4ccccc4C3)cc2)cc1 | -12% | 13% | ? | -12% | 0% | 2% | 14% | -0.1%
CC1CCN(CC(O)COC2CCC(C(C)(C)C)CC2)CC1 (stereo unspecified) | -24% | -4% | -1% | ? | 6% | 3% | -4% | 0.0%
O=C(NCC1CCCO1)c1ccc(NC(=O)C2CCCCC2C(=O)O)cc1 (stereo unspecified) | 30% | 6% | i | 4%[46.1 µM] | 7% | 2% | 7%[38.3 µM] | -1.0%
Cn1nc(C(F)(F)F)c(/C=N/OC(=O)c2ccccc2)c1Sc1ccc(Cl)cc1 | -30%[inhibitor] | 2% | -3% | ? | -2% | 0% | 44%[activator][38.3 µM] | -1.0%
CCOC(=O)C1=C(C)n2c(s/c(=C3\C(=O)Nc4ccccc43)c2=O)=NC1c1ccc(OC)cc1 (stereo unspecified) | -54%[inhibitor] | -5% | -10% | 20% | -9% | -1% | 8% | 1.0%
COc1ccc(N2CCN(C(=O)CCNS(=O)(=O)c3ccc4c(c3)CCC(=O)N4)CC2)cc1 | -46%[inhibitor] | -9% | 5% | 10% | -3% | 2% | 31%[activator] | 0.0%
C=CCn1c(SCC(=O)Nc2ccc(C)cc2C)nnc1-c1cccnc1 | -11% | 1% | -11% | -8%[46.1 µM] | 6% | 7% | 20%[38.3 µM] | 11%
CC(C)c1cccc(C(C)C)c1NC(=O)CCl | -50%[inhibitor] | -4% | i | -5% | -1% | 0% | 2% | -1.5%
O=C(CCc1nc2ccccc2c(=O)[nH]1)OCC(=O)c1ccc(C2CCCCC2)cc1 | -10% | 9% | -2% | -10% | -20% | 1% | -12% | 2.2%
N#Cc1c(NC(NC(=O)c2ccco2)C(=O)c2ccccc2)sc2c1CCCC2 (stereo unspecified) | 2% | -8% | -5% | -29%[46.1 µM] | ? | -4% | 32%[activator][38.3 µM] | 0.0%
COc1cccc(N2CCN(CC(=O)Nc3ccc(-n4cnnn4)cc3)CC2)c1 | 1% | 237%[activator] | -3% | 0% | 2% | 4% | 5% | 4.5%
CCCn1c(=O)c2c(c3ccccc31)OCC(=O)N2 | 14% | 5% | 5% | 4%[46.1 µM] | 16% | 0% | 23%[38.3 µM] | -0.9%
O=C(O)C1CCCCC1C(=O)NCc1ccncc1 (stereo unspecified) | 7% | 6% | -2% | 5% | 3% | -1% | -5% | 0.1%
CCc1ccccc1NC(=O)Cn1nnc(-c2cccs2)n1 | -20% | 7% | 0% | 9%[46.1 µM] | -2% | 3% | 0%[38.3 µM] | 1.3%
Cc1ccccc1C(=O)NC1CCSC1=O (stereo unspecified) | / | 8% | i | 9% | -5% | / | / | -1.2%
Cc1cc(C)c(C#N)c(SCC(=O)Nc2ccc3c(c2)OCO3)n1 | 16µM* | 1% | -3% | -26%[46.1 µM] | 3% | 0% | -4% | -2.3%
COCC(=O)NC1CCN(S(=O)(=O)c2ccc(C(=O)O)cc2)CC1 | / | / | 6% | 6%[46.1 µM] | -13% | / | / | -0.1%
COc1ccc(C(C)N2CC34C=CC(O3)C(C(=O)O)C4C2=O)cc1 (stereo unspecified) | -14% | 2% | 5% | 2%[46.1 µM] | -4% | -1% | -3%[38.3 µM] | 0.0%
O=C(NC1=NCCS1)c1cccc(N2C(=O)c3ccccc3C2=O)c1 | -12% | 1% | 5% | 30% | 2% | 1% | -3% | 0.4%
COC(=O)c1ccc(COc2ccccc2/C=C(\C#N)C(=O)NC(C)C)cc1 | -5% | 10% | i | -45% | 1% | 3% | 4% | 0.0%
NS(=O)(=O)c1cc(C(=O)OCC(=O)c2ccccc2)c(Cl)cc1Cl | / | 1% | i | 10% | -5% | / | / | 0.3%
COc1ccc(CCNC(=O)COc2cc(=O)n(C)c3ccccc23)cc1OC | -29% | 0% | -1% | 15% | 0% | 1% | -5% | 0.1%
COCCCN(C(=S)Nc1cc(Cl)cc(Cl)c1)C(C)c1ccncc1 (stereo unspecified) | -10% | 1% | -5% | ? | -4% | -1% | 1% | 2.6%
CCn1c(C(=O)N2CCCC(C(=O)NCCc3ccc(C)cc3)C2)cc2sccc21 (stereo unspecified) | -28% | 5% | -5% | -29%[46.1 µM] | -4% | -4% | -11%[38.3 µM] | 3.0%
NC(=O)[C@@H]1CC2(CC(c3cccc(NC(=O)COc4ccc(Cl)cc4)c3)=NO2)CN1C(=O)c1ccccc1 (stereo partly specified) | / | -12% | i | 1% | -3% | / | / | 1.3%
CN(c1ccccc1)c1nc(N)c(C#N)c(CC#N)c1C#N | / | / | -15% | -7%[46.1 µM] | -4% | / | / | -0.9%
O=C(Cn1c(C(F)(F)F)nc2ccccc21)Nc1ccccc1C(=O)O | / | 4% | 24% | 10% | -24% | 9% | -7% | -0.7%
COc1cc(CCC(=O)OCC(=O)Nc2ccccc2C(C)C)cc(OC)c1OC | 4% | 6% | -8% | -4%[46.1 µM] | 1% | -1% | 0% | 1.1%
CCc1ccc(CCC(=O)Nc2ncc(Cc3ccccc3Cl)s2)o1 | -21% | 1% | -3% | -37% | -25% | 3% | -12% | 5.1%
Cc1cccc(NC(=O)CSc2nnc(-c3ccccc3)n2N)c1C | -6% | 5% | -2% | -1%[46.1 µM] | -2% | 1% | -20%[38.3 µM] | -1.6%
O=C(NCc1ccco1)c1cccnc1-c1nc2ccccc2s1 | ? | -4% | 4% | -14%[46.1 µM] | ? | -2% | 29%[38.3 µM] | -1.1%
FC(F)Oc1ccccc1C1CC(c2ccc(Br)s2)Nc2ncnn21 (stereo unspecified) | -8% | 2% | -6% | -22%[46.1 µM] | -7% | 2% | 16%[38.3 µM] | 1.2%
O=C(Cn1nc2ccccc2n1)N/N=C/c1cc(Cl)cc([N+](=O)[O-])c1O | -23% | 4% | i | -16% | ? | -3% | 4% | -0.5%
Cc1ccc(N=C2SCCCN2C(=O)c2ccco2)cc1Cl | -4% | 11% | -2% | ? | 6% | 3% | 11%[38.3 µM] | -1.0%
CC1CN(c2ccc(Oc3ccccc3)cc2)c2nc3c(c(=O)[nH]c(=O)n3C)n2C1 (stereo unspecified) | -4% | 2% | -2% | -9%[46.1 µM] | 9% | 4% | 12%[38.3 µM] | 4.0%
Cc1ccc(C)n1-n1cnc2scc(-c3cccs3)c2c1=O | 14% | 4% | i | -10%[46.1 µM] | -5% | 4% | 25%[38.3 µM] | 0.0%
Cc1noc(C)c1S(=O)(=O)N1CCC(C(=O)NCCc2ccc(S(N)(=O)=O)cc2)CC1 | 2% | -1% | -1% | -11%[46.1 µM] | 4% | 9% | 14%[38.3 µM] | -1.0%
COc1ccccc1CN1CC[C@@]2(CCCN(C(=O)c3cc(C(F)(F)F)cc(C(F)(F)F)c3)C2)C1 | -12% | 13% | i | / | / | -2% | 25% | /
CCOC(=O)CNC(=O)CSc1ccc2nnc(-c3ccc(F)cc3)n2n1 | -10% | -4% | i | -12% | ? | 2% | 9% | 2.8%
CC1CCN(C(=O)Cn2nc(C(F)(F)F)c3c2CCCC3)CC1 | 27% | 6% | i | -19%[46.1 µM] | 9% | 1% | -3%[38.3 µM] | -0.9%

Screening results (PubChem)
